Hsp70 displacement = small molecules displacing fluorescent ligand from Hsp70 – biochemical, fluorescence polarization, primary screen (AID 583). displacement, % at 20 µM; hits with a dose series show IC50 in µM. Hsp70 fluorescence polarization probe displacement, mP; higher % means a stronger effect. 140,000 compounds, 0.06% hits; in the data active means displacement above about 50%;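 further: plate controls were vehicle for no effect and reference ligand for full effect; a part of the inactive calls stands beside numbers as strong as those of hits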
MKP-3 inhibition = inhibition of rat DUSP6 enzyme activity – biochemical, in vitro, primary screen (AID 425). recombinant MKP-3 phosphatase activity, fluorescence; higher % means a stronger effect. inhibition, % at 20 µM; hits with a dose series show IC50 in µM. 110,000 compounds, 0.17% hits; in the data active means inhibition above about 50%;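 further: plate controls were vehicle for no effect and reference inhibitor for full effect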
Numbers without * were called inactive; . = not tested or not shown; & = joins results of further samples. An excerpt (hit frequency here may not be typical).

No.	Molecule	Hsp70 displacement	MKP-3 inhibition
1	Cc1cc(C(=O)Nc2ccccn2)cs1	2.7%	-5%
2	O=C(COc1ncnc2ccccc12)N1CCN(S(=O)(=O)c2ccccc2)CC1	2.4%	-5%
3	CC1=C(C(N)=O)C(c2ccccc2)n2nc(-c3cccs3)nc2N1 (configuration not stated)	5.3%	2%
4	O=C(O)c1ccc2c3c(cccc13)C(=O)N(c1cccc3ccccc13)C2=O	-6.6%	6%
5	CCCCNC(=O)CCSc1nc2nc(C)cc(C)n2n1	-1.8%	3%
6	CC(=O)Nc1nnc(SCC(=O)N2CCN(Cc3ccccc3)CC2)s1	0.0%	.
7	CC(=O)C1(C)N(O)C(C)(C)C(c2ccc(Br)cc2)=[N+]1[O-] (configuration not stated)	-3.2%	-6%
8	CN1C(=O)C(=Cc2ccc(-c3ccccc3Cl)o2)C(=O)N(C)C1=O	7.5%	0%
9	Cc1c(NC(=O)c2cccc(F)c2)c(=O)n(-c2ccccc2)n1C	5.5%&4.5%	-7%&3%
10	Cn1nc(OC(=O)Nc2cccc(Cl)c2)cc1C(F)(F)F	-0.8%	.
11	O=C(Nc1ccc2nc(-c3cccnc3)[nH]c2c1)c1ccco1	4.2%	-1%
12	c1coc(CNCc2cccs2)c1	3.9%	.
13	COc1ccc(OCC(=O)N2CCC(C(N)=O)CC2)cc1	2.9%	0%
14	CCn1c(SCC(=O)NCC(=O)Nc2ccc(F)cc2)nnc1-c1cccs1	-0.9%	-2%
15	COc1ccc(OC)c(NC2c3ncccc3C(=O)N2Cc2ccco2)c1 (configuration not stated)	2.9%	2%
16	CCN(CC)CCNC(=O)NC1CCCCC1	5.2%	4%
17	O=C(CCn1c(=O)c2sccc2n(CC(=O)NCc2ccco2)c1=O)NCc1ccccc1	3.8%	-9%
18	CCOc1ccccc1N/C=C(/C#N)c1nc(-c2ccc(OC)c(OC)c2)cs1	-1.8%	4%
19	COc1cccc(C(=O)NC2CCSC2=O)c1 (configuration not stated)	-0.2%	1%
20	CN(C(=O)c1ccccn1)c1nnc(-c2cnccn2)s1	0.3%	-11%
21	COc1ccc(Br)cc1CN1CCN(S(=O)(=O)c2ccc(Cl)cc2)CC1	1.4%	-2%
22	COc1ccc(S(=O)(=O)Nc2ccc(N3CCOCC3)cc2)cc1[N+](=O)[O-]	3.5%	0%
23	Cc1ccnc(Sc2nc3c(c(=O)[nH]c(=O)n3C)n2CCCc2ccccc2)n1	-4.1%	3%
24	CCCNC(=O)c1c(NC(=O)C2COc3ccccc3O2)sc2c1CCCC2 (configuration not stated)	-3.1%	.
25	COc1ccc(OC)c(/C=C/C(=O)c2ccc(Cl)cc2)c1	-1.5%	7%
26	CC(Oc1ccc(Cl)cc1)C(=O)Nc1nccs1 (configuration not stated)	-2.7%	3%
27	Cc1ccc2oc(-c3ccc(NC(=O)c4ccc(-c5ccc(Cl)cc5)o4)cc3O)nc2c1	-3.6%	18%
28	CC(=O)c1sc(NC(=O)C(C)(C)C)nc1C	-1.1%	.
29	CCOC(=O)c1c(-c2cccs2)csc1NC(=O)c1ccncc1	-2.1%	-1%
30	COc1cc(/C=C/C(=O)NCc2ccc3c(c2)OCO3)cc(OC)c1OC	-3.4%	2%
31	Cc1ccc(C(=O)N2CCN(c3ccc(C(F)(F)F)cn3)CC2)c(C)c1	2.4%	.
32	O=C(Cc1n[nH]c(=O)c2ccccc12)NCc1ccccn1	3.0%	-7%
33	O=c1nc(N(c2ccccc2)c2ccccc2)[nH]c(=O)[nH]1	4.3%&-2.4%	-8%&2%
34	O=C(Oc1ccc(Cl)c2cccnc12)N1CCCCCC1	-4.5%	.
35	Cc1ccc(N2C(=O)C3C(C2=O)C2(C)C(=O)C3(C)C(c3ccccc3)=C2c2ccccc2)cc1Cl (configuration not stated)	-0.6%	0%
36	COc1ccc(NC(=O)c2c(N)sc3c2CCCC3)cc1	-1.4%	2%
37	Cc1cccc(Cl)c1NC(=O)C1CC(=O)N(c2ccc(F)cc2)C1 (configuration not stated)	-2.1%	2%
38	O=C(Nc1cccnc1)Nc1ccc2c(c1)OCO2	-0.8%	3%
39	Cc1ccccc1NC(=S)N1CCN(c2cccc(Cl)c2)CC1	2.3%	2%
40	Cc1oc(C(=O)Nc2ccc(O)cc2)cc1COc1ccccc1	1.3%	1%

Entries from the list above that have two or more sulfur atoms, in the order listed:
No.	Molecule	Hsp70 displacement	MKP-3 inhibition
6	CC(=O)Nc1nnc(SCC(=O)N2CCN(Cc3ccccc3)CC2)s1	0.0%	.
14	CCn1c(SCC(=O)NCC(=O)Nc2ccc(F)cc2)nnc1-c1cccs1	-0.9%	-2%
29	CCOC(=O)c1c(-c2cccs2)csc1NC(=O)c1ccncc1	-2.1%	-1%

The list goes on.
No.	Molecule	Hsp70 displacement	MKP-3 inhibition
41	Cc1nn(Cc2ccccc2Cl)c(C)c1C(=O)Nc1nnc(C2CC2)s1	-3.4%	4%
42	CCOC(=O)N1CCN(CC(O)c2ccc3c(c2)CCN3)CC1 (configuration not stated)	1.4%	5%
43	CC(=O)Oc1ccc(C(=O)Nc2ccc(C(=O)O)cc2)cc1	-2.7%	0%
44	Cc1ccc(OCCCC(=O)Nc2ccc3c(c2)OCO3)cc1	0.1%	-5%
45	COc1ccc(/C=C/c2ccncc2)c2ccccc12	1.7%	.
46	CCOC(=O)c1ccccc1Nc1cn(C(C)=O)c2ccccc12	-0.9%&1.5%	2%
47	Nc1csnc1C(=O)O	-1.8%	-8%
48	O=C(c1ccccc1Cl)N1CCN(c2nc(-c3ccccc3)c3cc(Br)ccc3n2)CC1	-0.3%	3%
49	C=CCn1c(SCc2c(C)noc2C)nc2sc3c(c2c1=O)CCCCC3	1.3%	0%
50	CCOC(=O)c1oc2ccccc2c1CSc1nnnn1-c1ccccc1	-1.4%	-4%

Nos. 44 through 46, reprinted for reference:
No.	Molecule	Hsp70 displacement	MKP-3 inhibition
44	Cc1ccc(OCCCC(=O)Nc2ccc3c(c2)OCO3)cc1	0.1%	-5%
45	COc1ccc(/C=C/c2ccncc2)c2ccccc12	1.7%	.
46	CCOC(=O)c1ccccc1Nc1cn(C(C)=O)c2ccccc12	-0.9%&1.5%	2%

(further entries)
No.	Molecule	Hsp70 displacement	MKP-3 inhibition
51	Cc1cccc2sc(NC(=O)c3ccc(C(=O)c4ccccc4)cc3)nc12	-0.7%	3%
52	CCn1nnnc1SCC(=O)N1CCc2ccccc21	1.7%	.
53	CCc1nc2ccccc2n1Cc1ccccc1OC	7.3%	-16%
54	O=C(Nc1ccc2nn(-c3ccc(F)cc3)nc2c1)c1ccc(Cl)c([N+](=O)[O-])c1	-0.2%	6%
55	CC(=O)c1c(C)[nH]c(C(=O)N2CCN(c3ccc(F)cc3)CC2)c1C	2.6%	.
56	O=C(Nc1ccc2c3c(cccc13)CC2)c1ccco1	-0.5%	-4%
57	Cc1ccccc1-n1nc(C(=O)c2cccs2)cc(-c2nc3ccccc3[nH]2)c1=N	-3.9%	.
58	Cc1c(C(=O)NCc2ccc3c(c2)OCO3)oc2ccc(S(=O)(=O)N3CCCCC3)cc12	0.8%	-6%
59	CN(C)S(=O)(=O)N1CCC(Cc2ccccc2)CC1	-10%	-5%
60	COc1cc(NC(=O)Cn2nc([N+](=O)[O-])c(Cl)c2C)cc([N+](=O)[O-])c1	-1.1%	-1%
61	CCc1cc(C(=O)Nc2ccc(C)cc2Br)cs1	0.1%	.
62	CCOc1cc(S(=O)(=O)NCc2ccccn2)c(C)cc1C	6.7%	-5%
63	CC(C)CCNC(=O)CN(C)S(=O)(=O)c1cccc2nsnc12	20%	-1%
64	Fc1cccc2sc(N3CCOCC3)nc12	-2.4%	-5%
65	Cc1[nH]c2ccc(Br)cc2c(=O)c1CC=C(Cl)Cl	2.2%	2%
66	COc1ccc(S(=O)(=O)NCCOc2ccccc2)cc1OC	-0.1%	-9%
67	COc1ccc(N2CCN(C(=O)CN(c3ccccc3)S(C)(=O)=O)CC2)cc1	2.3%	-6%
68	CC1(C)CC2CC(C)(CN2S(=O)(=O)c2ccc(C(=O)Nc3ccccc3N3CCOCC3)cc2)C1 (configuration not stated)	-0.5%	5%
69	Cn1cccc1Cc1nnc(SCC(=O)Nc2ccc(F)cc2)n1-c1ccc(F)cc1	3.1%	-7%
70	CN(C1=NC(=O)SC1)c1ccc(O)cc1	5.9%	0%
71	COc1ccc(N(C2CSC2)S(=O)(=O)c2ccccc2)cc1	-6.0%	-5%
72	COCCCNC(=O)CS(=O)(=O)Cc1nc(-c2ccccc2C)oc1C	5.1%	-1%
73	O=C(NCCN1CCN(Cc2ccccc2)CC1)C(=O)Nc1ccc(Cl)cc1	.	3%
74	COc1ccc(NC(=O)c2cccnc2Nc2ccc(OC)cc2)cc1	4.8%	.
75	CN1CCN(C(=O)c2ccc3c(c2)OCCO3)CC1	-3.6%&-2.4%	4%
76	COC(=O)C1=C(C)N(Cc2cccnc2)C(=O)C1	-0.4%	1%
77	CC(=O)c1cc(-c2nc3ccccc3n2C)n(C)c1	-5.3%	1%
78	Cc1ccc(OC(C)C(=O)N2CCc3ccccc32)cc1 (configuration not stated)	5.9%	4%
79	O=C(O)[C@@H](c1ccccc1)N1Cc2ccccc2C1=O	0.6%	-4%
80	O=C(Nc1nc2ccc(Cl)cc2s1)c1cccc(F)c1	-2.2%	0%
81	Cn1c(=O)n(CC(N)=O)c2ccccc21	-0.3%	-3%
82	COc1ccc(Nc2nc(C)c3ccccc3n2)cc1	4.7%	0%
83	CCc1ccc(N2CC(C(=O)N/N=C/c3ccc(C(=O)OC)cc3)CC2=O)cc1 (configuration not stated)	-3.6%	2%
84	COC(=O)Cn1c2ccc(OC)cc2c2nc3ccccc3nc21	27%	-3%
85	O=C(O)c1ccc(C2CCCCC2)cn1	1.4%	-2%
86	O=C(NCc1ccccc1)c1ccco1	-1.9%	.
87	FC(F)(F)C(=C(NC(=S)n1cnc2ccccc21)C(F)(F)C(F)(F)F)C(F)(F)F	2.6%	-2%
88	CC(=O)c1cccc(NC(=O)C2CCCC2)c1	.	-2%
89	COC(=O)c1ccc(CSc2nc(C(F)(F)F)c3c(c2C#N)CCC3)o1	2.7%	0%
90	COc1ccc(C2=NOC(C(=O)N3CCCCCC3)C2)cc1OC (configuration not stated)	-2.3%	-4%
91	CN=c1scc(C)n1/N=C/c1ccc(O)cc1O	-0.5%	0%
92	CCCCOC(=O)C1=C(C)Nc2ncnn2C1c1cc(OC)ccc1OC (configuration not stated)	3.1%	-8%
93	CCN1CCCC1CNC(=O)C1CCN(Cc2nc(-c3cccc(Br)c3)oc2C)CC1 (configuration not stated)	-0.5%	8%
94	O=C(Nc1ccc2c(c1)OCO2)C1CCN(S(=O)(=O)c2ccc3c(c2)OCCO3)CC1	.	-12%
95	CN(C)CCNC(=O)C12CC3(C)CC(C)(CC(C)(C3)C1)C2	2.0%	-6%
96	CCN(CC)S(=O)(=O)c1ccc2oc(SCC(=O)NCc3ccccc3)nc2c1	1.3%	.
97	CCOC(=O)C1CCN(S(=O)(=O)c2cccc(-c3cn4cccc(C)c4n3)c2)CC1	-31%	-8%
98	O=C(Nc1ccc2c(c1)OCO2)C(c1ccc(Cl)cc1)N1CCN(C(=O)c2ccco2)CC1 (configuration not stated)	-0.2%	-12%
99	COc1ccc(/C=N/Nc2nc3cc(C)ccc3cc2C)cc1OC	0.8%	0%
100	Cc1ccc(N(CC(=O)NCc2ccncc2)S(C)(=O)=O)cc1Cl	2.9%	-6%

The list goes on:
No.	Molecule	Hsp70 displacement	MKP-3 inhibition
101	Cc1ccc(N2CCN(C(=S)Nc3ccccc3)CC2)cc1	6.2%	4%
102	Cc1ccc(S(=O)(=O)NCCC(=O)N2CCCCC2)cc1	-2.1%	-3%
103	O=C(CSc1nccn1-c1ccccc1)NCc1ccc2c(c1)OCO2	.	-4%
104	O=C1C(c2nc3ccccc3s2)=C(O)c2ccccc21	1.4%	3%
105	CCOc1c(Br)ccc2c1sc1nc[nH]c(=O)c12	1.5%	-7%
106	Cc1ccc(CN(C(=O)C(F)(F)F)C(C(=O)NC2CCCCC2)c2ccco2)cc1 (configuration not stated)	0.9%	.
107	Cc1cc2cc(OCC(=O)O)ccc2n1C	1.3%	-14%
108	Nc1c(C(=O)NCCN2CCOCC2)c2nc3ccccc3nc2n1CCc1ccccc1F	2.5%	-3%
109	O=C(CN1CCCN(Cc2ccc(F)cc2Cl)C1=O)NC1CCCCCC1	-1.4%	.
110	CC1=CC(C)(C)NC(=S)N1c1cccc(C)c1	0.7%	.
111	C=CCn1c(=N)c(C(=O)NCCCOC)cc2c(=O)n3cccc(C)c3nc21	2.2%	-2%
112	COC(=O)c1ccc2c(c1)N(C)CCS2	-7.4%	-5%
113	Cn1c(=O)c2c(nc(SCC(=O)N3CCCc4ccccc43)n2C)n(C)c1=O	3.0%	1%
114	CCOC(=O)c1ccc(N=Cc2c(O)n(C)c(=O)[nH]c2=O)cc1	3.7%	0%
115	CCN(CC)Cc1cc(CCNC(=O)c2ccc(Cl)cc2)ccc1O	-0.5%	.
116	O=S(=O)(c1ccc(Cl)cc1)N1CCOC(c2ccccc2)C1 (configuration not stated)	4.7%	0%
117	C=CCNc1nc2c3ccccc3n(C(C)=O)c2s1	4.1%	6%
118	COc1cc(/C=C2\SC(=S)N(NC(=O)c3ccccc3Br)C2=O)ccc1O	-3.6%	4%
119	CC(=O)c1cc2c(cc1NC(=O)CSc1nc3ccccc3o1)OCO2	.	-4%
120	CCOC(=O)CC(=O)NC(C)(C)Cc1ccc(O)cc1	-3.3%	3%
121	Cn1c(NC(=O)COc2ccccc2)cc(=O)n(C)c1=O	6.1%	.
122	CC(=O)OCC(=O)[C@@]1(O)[C@H](C)C[C@H]2[C@@H]3CCC4=CC(=O)C=C[C@]4(C)[C@@]3(F)[C@@H](O)C[C@@]21C	5.2%	-3%
123	Cc1ccc(OC(=O)COc2ccccc2C)c(-n2nc3ccccc3n2)c1	2.7%	.
124	N/C(Cc1ccc(Cl)cc1)=N\OC(=O)c1ccccc1Cl	1.4%	1%
